Source: PubChem BioAssay (The Scripps Research Institute Molecular Screening Center)
hgDAF-12 ag: hgDAF-12 agonism, primary luciferase screen; HEK293 GAL4-hgDAF12 UAS-luciferase reporter, agonist luminescence; normalized to butyrate control; activation, % at 6.8 µM; 370,000 compounds, 1.8% hits;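 active means activation above a cutoff set at the mean of all screened compounds plus 3 SD, cut at about 10% in these data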;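 further: 0% = DMSO wells and 100% = sodium butyrate wells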
DAX1 inh-1: inhibits human nuclear receptor DAX1 | P51843 | HEK293 Gal4-DAX1 luciferase reporter, luminescence | inhibition, % at 6.75 µM | 340,000 compounds, 0.99% hits | AID 504766;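 active means inhibition above the mean over all tested compounds plus 3 SD, cut at about 4.2% in these data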;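 further: 0% = DAX1-transfected cells with DMSO and 100% = empty-vector control cells with DMSO; inhibition shows as a rise in luminescence from relieved DAX1 repression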
DAX1 inh-2: DAX1 (NR0B1) inhibition, primary screen; AID 652010; inhibition, % at 6.8 µM; 370,000 compounds, 1.1% hits; HEK293T StAR-luciferase reporter, SF-1/DAX-1 repression relief;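 active means inhibition above the mean over all tested compounds plus 3 SD, cut at about 3.6% in these data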;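 further: 0% = DAX-1 cells with DMSO and 100% = cells lacking DAX-1 with DMSO; higher inhibition means more luminescence from relief of DAX-1 repression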
PLCb3 inh: PLC-beta3 (human) inhibition, primary screen | Q01970 | 370,000 compounds, 0.18% hits | Purified PLC-beta3, fluorogenic substrate, fluorescence | inhibition, % at 12.2 µM | AID 720704; in the data active means inhibition above about 11%;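 further: 0% = median of compound wells on plate and 100% = full blocker control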
Target sequence (Q01970 whole entry, looked up): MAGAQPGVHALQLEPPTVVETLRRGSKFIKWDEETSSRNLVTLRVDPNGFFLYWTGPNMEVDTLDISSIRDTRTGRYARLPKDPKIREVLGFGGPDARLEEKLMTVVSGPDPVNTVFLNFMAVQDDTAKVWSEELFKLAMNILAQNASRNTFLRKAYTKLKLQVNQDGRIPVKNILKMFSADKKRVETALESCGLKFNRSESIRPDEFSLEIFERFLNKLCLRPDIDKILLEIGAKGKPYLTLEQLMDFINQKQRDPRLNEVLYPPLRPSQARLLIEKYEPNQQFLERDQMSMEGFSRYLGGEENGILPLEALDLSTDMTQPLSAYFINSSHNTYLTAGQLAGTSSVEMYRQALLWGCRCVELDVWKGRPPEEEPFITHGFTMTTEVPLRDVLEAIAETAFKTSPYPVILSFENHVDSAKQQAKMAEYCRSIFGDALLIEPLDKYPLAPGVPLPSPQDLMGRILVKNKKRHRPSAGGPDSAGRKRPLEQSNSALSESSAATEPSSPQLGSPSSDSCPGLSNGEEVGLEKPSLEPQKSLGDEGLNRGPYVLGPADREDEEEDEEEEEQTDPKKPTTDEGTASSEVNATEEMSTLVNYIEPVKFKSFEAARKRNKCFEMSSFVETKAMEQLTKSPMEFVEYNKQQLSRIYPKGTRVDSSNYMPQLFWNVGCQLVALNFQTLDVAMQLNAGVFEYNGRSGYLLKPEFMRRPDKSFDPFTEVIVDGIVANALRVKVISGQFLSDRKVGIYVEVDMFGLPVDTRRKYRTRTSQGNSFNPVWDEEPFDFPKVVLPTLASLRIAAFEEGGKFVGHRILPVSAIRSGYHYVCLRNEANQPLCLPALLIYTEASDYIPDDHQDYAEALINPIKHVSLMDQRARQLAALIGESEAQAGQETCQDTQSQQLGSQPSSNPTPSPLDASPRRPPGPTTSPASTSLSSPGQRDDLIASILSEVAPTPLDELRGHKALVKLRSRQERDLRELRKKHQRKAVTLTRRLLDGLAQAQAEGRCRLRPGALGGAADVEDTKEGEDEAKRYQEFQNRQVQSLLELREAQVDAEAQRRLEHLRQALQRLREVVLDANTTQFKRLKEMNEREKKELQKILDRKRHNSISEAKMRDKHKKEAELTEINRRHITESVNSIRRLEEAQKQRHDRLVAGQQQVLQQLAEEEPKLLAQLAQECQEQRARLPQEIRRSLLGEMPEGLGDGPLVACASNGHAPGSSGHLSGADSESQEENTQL
ADAM10 inh: ADAM10 inhibition, QFRET primary screen | O14672 | recombinant ADAM10, EDANS/DABCYL FRET peptide cleavage, 3 h | inhibition, % at 7 µM | 370,000 compounds, 0.62% hits | AID 720582;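 active means inhibition above a per-campaign cutoff equal to the mean of compounds falling between control-based bounds plus 3 SD, cut at about 20% in these data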;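 further: 0% = DMSO wells while the 100% control is not disclosed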
ADAM17 inh: ADAM17 inhibition, QFRET primary screen; inhibition, % at 6.95 µM; recombinant ADAM17, EDANS/DABCYL FRET peptide cleavage; 370,000 compounds, 0.83% hits; P78536;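 active means inhibition above the mean of compounds lying between control limits plus 3 SD, set per campaign, cut at about 8.5% in these data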;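 further: 0% = DMSO-only wells as the low control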
PLC-gamma1 inh: blocks human PLC-gamma1 enzyme activity | 370,000 compounds, 0.84% hits | inhibition, % at 12.2 µM | purified PLC-gamma1, fluorogenic substrate, fluorescence | AID 720700; in the data active means inhibition above about 9.5%
ssDAF12 agonist: S. stercoralis DAF-12 activation, primary screen; 370,000 compounds, 1% hits; HEK293 ssDAF-12/GRIP1 lit1-tk-luc reporter, luminescence; % of 3 µM dafachronic acid response; AID 652126; activation, % at 6.8 µM;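 active means activation above the mean over all tested compounds plus 3 SD, cut at about 0.9% in these data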;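 further: 0% = DMSO-only wells and 100% = 3 µM delta7-dafachronic acid wells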
FXN GAA850 act: activators of GAA850 frataxin (FXN) promoter; 360,000 compounds, 0.56% hits; AID 540364; activation, % at 6 µM; HEK293 lucGAA850 FXN promoter luciferase reporter, 24 h; percent of 10 µM SAHA response;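 active means activation above the average of all compounds screened plus 3 SD, cutoff fixed separately per campaign, cut at about 7.5% in these data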;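 further: 0% = DMSO wells and 100% = 10 µM SAHA wells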
HGIII-sPLA2 inh: Inhibits HGIII-sPLA2 liposome hydrolysis, primary screen. Q9NZ20. QFRET BODIPY PC-A2 liposome hydrolysis, fluorescence. inhibition, % at 12.2 µM. 370,000 compounds, 0.56% hits. AID 743126;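 active means inhibition above mean plus 3 SD of compounds lying within the high and low control bounds, cut at about 19% in these data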;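 further: 0% = median of test compound wells and 100% = no enzyme DMSO wells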
hcDAF-12 act: activators of H. contortus DAF-12 nuclear receptor | HEK293 hcDAF-12 lit1-tk-luc reporter, luminescence; 0% DMSO, 100% Δ7-dafachronic acid | activation, % at 6.8 µM | 370,000 compounds, 1.4% hits;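 active means activation above the mean of all tested compounds plus 3 SD, cut at about 5.5% in these data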;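 further: 100% = response to 3 µM Δ7-dafachronic acid high control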
Active calls of the source: *; i = inactive; nt = no result given.

SMILES	hgDAF-12 ag	DAX1 inh-1	DAX1 inh-2	PLCb3 inh	ADAM10 inh	ADAM17 inh	PLC-gamma1 inh	ssDAF12 agonist	FXN GAA850 act	HGIII-sPLA2 inh	hcDAF-12 act
CCOc1ccc(NC(=S)N(CCN2CCOCC2)Cc2ccc3c(c2)CCCN3CC)cc1	2.7	-1.1	-0.7	-34	-5	-10	-20	-1.9	0.8	2	-1.0
CC(C)[C@H](NC(=O)C1CC(=O)N(c2ccc(F)cc2)C1)C(=O)N1CCCCC1 (some centres not stated)	-1.6	0.2	0.6	-3	3	1	1	-1.2	0.0	0	-1.6
CCCCn1c(SCC(=O)c2ccc3c(c2)OCCO3)nnc1-c1ccoc1C	-4.5	-0.9	-0.9	0	1	-4	-3	-1.5	-0.2	-32	-0.4
COC(=O)c1ccc(/C=N/n2c(C)nc3ccccc3c2=O)cc1	9.2	0.2	1.2	-4	0	-5	6	0.4	3.0	0	1.5
CC(C)(C)OC(=O)C[C@@H]1C/C=C\C[C@H](CC(=O)N[C@@H](CO)Cc2ccccc2)C(=O)N[C@H](C(C)(C)C)COC1=O	-1.2	-0.1	-0.4	3	-4	2	3	-1.2	-0.1	-4	0.2
COc1ccc(N(CC(=O)N/N=C/c2ccccc2OC)S(=O)(=O)c2ccccc2)cc1	0.6	-0.7	0.2	-5	-5	-1	-1	-1.1	0.2	-1	-0.2
C=CCNC(=S)NNC(=O)COc1ccc(Cl)cc1Cl	4.6	0.3	0.1	-2	9	3	0	-1.3	1.2	10	-2.1
Cc1ccc(C)c(C(=O)C(C)OC(=O)CN2C(=O)NC3(CC(C)CC(C)(C)C3)C2=O)c1 (configuration not stated)	-2.3	1.3	-0.8	0	7	0	5	-1.2	1.7	0	-0.2
COc1ccccc1N1CCN(Cc2nc3ccccc3[nH]2)CC1	-0.1	0.7	0.0	-8	-8	-1	0	-0.6	-2.3	1	2.5
Cc1[nH]nc2c1C(c1ccc(Br)cc1)NC2=O (configuration not stated)	0.1	nt	0.0	3	-6	1	5	-1.0	nt	-3	1.1
O=C(Nc1ccc(F)cc1)c1cccnc1N1CCCCC1	-2.5	0.3	-0.2	-1	-6	-3	-3	-1.6	1.7	3	0.3
Cc1ccc(-c2n[nH]c(=S)n2/N=C/c2cccs2)cc1	-3.3	-1.0	-0.3	1	17	1	-2	-1.0	0.9	5	-2.5
O=C(NC(=S)N1CCN(c2ccc(F)cc2)CC1)C12CC3CC(CC(C3)C1)C2	0.1	0.0	-0.5	2	5	-1	1	-1.3	1.9	6	-1.6
CC(C)CCN1CCN(C2CCN(c3ccc4c(c3)OCO4)CC2)CC1CCO (configuration not stated)	-1.1	-0.5	0.3	-4	-1	-5	0	-1.0	0.6	7	0.4
O=C(NCCCCc1ccccc1)Nc1ccc(F)cc1	-1.1	-0.3	-0.5	-9	1	3	1	-0.9	0.9	3	0.1
Cc1cc(NC(=O)CN(C)CC(=O)Nc2ccc(Cl)c(C(F)(F)F)c2)no1	-1.8	-1.5	-0.7	-6	0	2	0	-0.9	4.9	-5	-1.3
Cc1cc(C(=O)CN2C(=O)c3ccccc3S2(=O)=O)c(C)n1C(C)C	-14	-2.9	-4.9	-3	2	-5	-3	-2.6	-9.5	1	-4.6
Cc1ccccc1Cn1cnc2c([N+](=O)[O-])c(C)c(C)cc21	0.0	0.0	-0.2	-1	11	4	-3	-1.3	1.9	-1	-1.7
Cn1c(=O)cc(SCC(=O)NCCC2=CCCCC2)c2ccc(Cl)cc21	0.7	1.0	-0.4	3	3	2	0	-1.1	3.0	4	-0.2
CC1CCN(C(=O)Cn2cc([N+](=O)[O-])ccc2=O)c2ccccc2S1 (configuration not stated)	-1.1	1.2	-1.0	5	4	0	0	-1.3	1.7	3	-0.5
CCCCNCCOCCSc1ccc(Cl)cc1	1.0	1.2	0.1	2	-8	-2	2	-0.8	-0.3	11	-0.1
CCOC(=O)[C@@]12CCC3=C1N(CCC3)C(=O)[C@H](CC(=O)NCc1cccc3ccccc13)C2	0.9	nt	-0.5	-1	-3	-7	-1	-1.2	nt	-3	-1.6
CC(=O)c1ccc(C(=O)N2CCc3c([nH]c4ccccc34)C2c2ccccn2)s1 (configuration not stated)	-4.5	-0.8	-0.8	-10	8	-4	-3	-1.9	0.7	-4	-0.8
COCCNc1ncnc2c1ncn2[C@H]1CN(Cc2ccc3c(c2)OCO3)C[C@@H](CO)O1	-2.2	nt	-0.1	3	-1	-5	-1	-1.1	-0.3	16	-1.9
c1ccc(OCc2nn3c(-c4ccco4)nnc3s2)cc1	2.4	-0.4	0.4	1	1	1	-1	-1.7	-0.5	2	-0.3

Brought forward from above: 2 compounds, then new ones.
SMILES	hgDAF-12 ag	DAX1 inh-1	DAX1 inh-2	PLCb3 inh	ADAM10 inh	ADAM17 inh	PLC-gamma1 inh	ssDAF12 agonist	FXN GAA850 act	HGIII-sPLA2 inh	hcDAF-12 act
COCCNc1ncnc2c1ncn2[C@H]1CN(Cc2ccc3c(c2)OCO3)C[C@@H](CO)O1	-2.2	nt	-0.1	3	-1	-5	-1	-1.1	-0.3	16	-1.9
c1ccc(OCc2nn3c(-c4ccco4)nnc3s2)cc1	2.4	-0.4	0.4	1	1	1	-1	-1.7	-0.5	2	-0.3
O=C(Nc1cc(C(F)(F)F)ccc1N1CCOCC1)c1n[nH]c(=O)c2ccccc12	-1.6	0.7	-0.2	0	2	0	-13	-0.7	2.3	2	0.3
CC(NC(=O)COc1ccc([N+](=O)[O-])cc1)c1ccccc1 (configuration not stated)	1.4	-1.3	-0.5	0	2	1	-5	-1.2	0.6	0	-0.3
Cc1cc(NC(=O)c2n[nH]c(=O)c3ccccc23)ccc1Br	0.5	nt	0.1	-7	-3	-2	2	-1.7	nt	-1	-0.8
COc1cc(COCC(O)CN2C(C)CCCC2C)cc(OC)c1OC (configuration not stated)	1.2	4.6*	0.0	-1	0	3	1	-1.7	-0.2	-2	2.4
CC(C)c1ccc(N2C(=O)CC(Sc3ncccn3)C2=O)cc1 (configuration not stated)	-0.6	-1.3	-0.4	8	3	-1	3	-1.6	-2.1	-16	4.2
CCN1CCN(C(=O)c2cc(S(=O)(=O)N3CC(C)CC(C)C3)ccc2Cl)CC1 (configuration not stated)	-0.8	2.6	1.2	-6	-1	-4	2	-0.8	0.5	0	0.3
O=C(COc1ccccc1Br)N1CCN(C(=O)c2cccs2)CC1	-4.3	0.2	0.5	-4	7	8.8*	14*	-1.1	1.2	-2	-2.1
O=C(NCCC1=CCCCC1)c1cc2c(s1)CS(=O)(=O)C2	6.0	0.6	1.1	1	0	-3	-2	-1.0	3.0	-2	-0.3
CCOC(=O)c1c(Cl)c(C)nn1-c1nc(OC)cc(OC)n1	-2.5	-0.3	-0.1	3	-3	1	0	-1.4	-0.7	1	-0.7
Cc1nc2ccc(C(=O)N3CCN(Cc4ccccc4)CC3)cc2[nH]1	-0.8	0.3	0.1	4	7	-1	-3	-0.9	0.3	2	0.3
O=C(COc1ccc([N+](=O)[O-])cc1)NCc1ccccc1	7.0	-0.3	0.1	-42	-2	0	1	-1.5	2.2	-3	-2.0
O=C(NNC(=O)C1CC=CCC1C(=O)O)c1ccc(Cl)cc1 (configuration not stated)	5.7	3.8	0.5	4	-2	-1	-1	-0.8	0.5	-2	-0.3
Cn1nc(C(F)(F)F)cc1Oc1ncc(C(F)(F)F)cc1Cl	3.5	0.4	0.5	1	4	-2	2	-1.3	0.3	-1	-0.9
C[C@@H]1CN([C@@H](C)CO)C(=O)CCCn2cc(nn2)CO[C@H]1CN(C)C(=O)Nc1cccc(Oc2ccccn2)c1	-1.2	nt	1.3	2	-15	-5	2	-0.9	nt	8	-0.9
CCc1ccc(C(=O)COC(=O)c2nn(C)c(=O)c3ccccc23)cc1	-0.3	0.3	-0.7	-7	-6	-5	-141	-1.9	2.0	-6	-1.7
CCC(=O)Nc1c2c(nn1-c1cccc(Cl)c1)CS(=O)(=O)C2	-1.1	0.5	0.4	-7	-4	-3	2	-1.6	0.9	4	-0.9
CC(=O)C1=C(NC(=O)c2ccc(C(F)(F)F)cc2)C[C@@H]2[C@H]1C2(C)C	-0.2	-0.3	-0.2	-1	-2	-7	-1	0.1	-0.5	2	1.5
CCOC(=O)C(=O)c1c(C)cc2ccccn12	-2.0	0.1	-0.1	1	0	-5	-1	-2.1	3.4	-1	-1.0
COC(=O)[C@@]12CCCCC3=C1N(CCC3)C(=O)[C@H]2CC(=O)NCCCN1CCCC1=O	-2.4	nt	1.0	1	-6	-1	-1	-1.5	nt	-1	-1.6
O=[N+]([O-])c1c(N2CCN(CCO)CC2)nc2ccccn12	0.2	-1.2	-0.1	1	6	-2	6	-0.7	0.7	2	0.2
CC(C)(C)C(Cn1ccnc1)NC(=O)c1ccc2nc(C3CC3)oc2c1 (configuration not stated)	2.0	1.2	2.6	-3	-2	-3	-2	-1.2	-0.9	7	1.8
Cc1cc(NC(=O)CSc2nccn2-c2cccc(F)c2)no1	2.6	1.3	0.0	0	2	-3	4	-1.4	-1.6	12	-1.1
CCCCNC(=O)Cn1c(-c2ccc(OC)cc2)noc1=O	1.0	2.1	-1.3	1	-4	-7	1	-0.5	-0.7	4	0.6
COc1ccc(C(O)c2nccn2Cc2ccccc2)cc1OC (configuration not stated)	-3.4	-0.1	-1.1	2	-2	-1	-2	-2.1	0.4	-1	0.6
O=C(NCCO)c1cccc(-c2cccc3nncn23)c1	-0.6	nt	0.7	-29	-165	-48	-25	-1.3	1.6	-2	-0.2

Other compounds follow.
SMILES	hgDAF-12 ag	DAX1 inh-1	DAX1 inh-2	PLCb3 inh	ADAM10 inh	ADAM17 inh	PLC-gamma1 inh	ssDAF12 agonist	FXN GAA850 act	HGIII-sPLA2 inh	hcDAF-12 act
CC(C)c1nnc(NC(=O)CCC(=O)NC2CCCc3ccccc32)s1 (configuration not stated)	-3.5	-0.1	0.3	-4	1	-4	-2	-0.9	0.7	9	1.8
CCn1c(SCC(=O)NC2=NCCS2)nnc1C(C)NC(=O)c1ccccc1Br (configuration not stated)	-0.8	-1.7	0.0	-2	-15	-3	-2	-1.2	0.1	3	0.0
O=C(O)c1ccccc1C(=O)NCc1c(Cl)cccc1Sc1ccc(Cl)cc1	-2.0	0.3	-0.4	-1	0	0	4	-0.8	-0.2	7	-1.4
Cc1ccc2c(c1)N(CC(=O)NCc1cccnc1)C(=O)CO2	2.8	0.3	-0.5	5	3	-1	0	-0.8	-0.6	4	-2.0
C[C@H](NC(=O)CCCOc1ccc(Cl)cc1Cl)c1nnc2ccccn12	-2.2	0.6	0.1	-2	-9	-4	0	-1.3	-0.2	6	-0.4
CCCc1cc(=O)oc2c3c(cc(OCC(=O)NCCCn4ccnc4)c12)OC(C)(C)CC3	1.6	-0.8	-0.2	i	i	i	i	-0.7	-3.1	-17	-2.4
CC(C)(C)C(=O)Nc1c(Cl)cccc1OC(F)(F)F	0.5	2.4	-0.5	1	7	-8	-1	-1.4	1.4	8	0.3
Cc1ccc(-n2c(SCC(=O)NC3CCS(=O)(=O)C3)nc3ccccc3c2=O)c(C)c1 (configuration not stated)	-0.1	0.3	-2.2	1	-4	0	-1	-2.0	-0.7	-3	-1.9
